CHRM5 PAM: CHRM5 positive allosteric modulation; CHO-K1 hM5, Fluo-8 calcium, ACh EC20 PAM; 0% = ACh EC20, 100% = ACh EC100; activation, % at 3 µM; 360,000 tested, 0.3% active; AID 624038;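 active = activation above the run cutoff, the mean activation of all test compounds plus 3 SD, cut at about 18% in these data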
Target sequence (P08912 whole entry, looked up): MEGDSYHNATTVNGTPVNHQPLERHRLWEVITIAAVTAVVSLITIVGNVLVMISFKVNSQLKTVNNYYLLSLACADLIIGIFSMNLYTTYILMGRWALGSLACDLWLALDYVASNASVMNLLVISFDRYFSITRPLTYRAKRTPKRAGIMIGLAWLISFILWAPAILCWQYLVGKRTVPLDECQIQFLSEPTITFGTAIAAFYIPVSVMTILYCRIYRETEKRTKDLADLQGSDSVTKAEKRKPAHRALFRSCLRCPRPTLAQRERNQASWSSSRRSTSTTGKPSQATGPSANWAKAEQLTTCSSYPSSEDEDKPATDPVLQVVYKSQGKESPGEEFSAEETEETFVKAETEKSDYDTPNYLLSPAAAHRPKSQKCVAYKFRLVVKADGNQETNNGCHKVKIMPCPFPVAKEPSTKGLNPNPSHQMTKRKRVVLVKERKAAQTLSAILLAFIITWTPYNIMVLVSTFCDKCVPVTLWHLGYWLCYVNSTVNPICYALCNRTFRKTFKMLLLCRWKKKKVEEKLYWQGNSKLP
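Measured by: Fluo-8 calcium fluorescence; material: human M5 receptor in CHO-K1 cells; schedule: Post-acetylcholine fluorescence recording 140 s; benchmarks: low control EC20 acetylcholine (0%), high control EC100 acetylcholine (100%); read-out: Max/basal fluorescence ratio as % of EC20–EC100 ACh window; compound: single dose, 3 µM nominal final test concentration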
CHRM5 agonist: agonists of human muscarinic M5 receptor (CHRM5). AID 624037. CHO-K1 hM5 cells, Fluo-8 calcium fluorescence; 0% DMSO wells, 100% maximal acetylcholine response. 360,000 tested, 0.19% active. activation, % at 3 µM. P08912;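 active = activation above the run's mean over test compounds plus 3 SD, cut at about 23% in these data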;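 also: signal is peak over basal fluorescence ratio across the kinetic read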
M4 ag: agonists of human muscarinic M4 receptor (CHRM4); P08173; CHO-K1 hM4/Gqi5, Fluo-8 calcium fluorescence; vehicle 0%, full acetylcholine response 100%; activation, % at 3 µM; 360,000 tested, 0.14% active; AID 624127;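 active = activation above the run mean over all test wells plus 3 SD, cut at about 32% in these data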;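 also: peak over basal fluorescence ratio per well then scaled between controls; 0% = DMSO wells and 100% = acetylcholine at EC100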
CHRM4 PAM: potentiates acetylcholine response at human M4 receptor; AID 624126; 360,000 tested, 0.4% active; activation, % at 3 µM; CHO-K1 hM4/Gqi5, Fluo-8 calcium fluorescence, ACh EC20; 0% = ACh EC20, 100% = maximal ACh;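 active = activation above its plate's cutoff, the mean activation of sample wells plus 3 SD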; also: some results filed as inactive read as strong as hits
M1 antag: human CHRM1 antagonism | P11229 | CHO-K1 hM1, Fluo-8 calcium fluorescence, ACh EC80 antagonist | inhibition, % at 3 µM | 360,000 tested, 1.3% active;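 active = percent inhibition above its own plate's cutoff, namely the mean of that plate's compound wells plus 3 SD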;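 also: peak over basal fluorescence ratio during 140 s after agonist addition; 0% = ACh EC80 plus DMSO and 100% = DMSO alone without agonist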
Target sequence (P11229 whole entry, looked up): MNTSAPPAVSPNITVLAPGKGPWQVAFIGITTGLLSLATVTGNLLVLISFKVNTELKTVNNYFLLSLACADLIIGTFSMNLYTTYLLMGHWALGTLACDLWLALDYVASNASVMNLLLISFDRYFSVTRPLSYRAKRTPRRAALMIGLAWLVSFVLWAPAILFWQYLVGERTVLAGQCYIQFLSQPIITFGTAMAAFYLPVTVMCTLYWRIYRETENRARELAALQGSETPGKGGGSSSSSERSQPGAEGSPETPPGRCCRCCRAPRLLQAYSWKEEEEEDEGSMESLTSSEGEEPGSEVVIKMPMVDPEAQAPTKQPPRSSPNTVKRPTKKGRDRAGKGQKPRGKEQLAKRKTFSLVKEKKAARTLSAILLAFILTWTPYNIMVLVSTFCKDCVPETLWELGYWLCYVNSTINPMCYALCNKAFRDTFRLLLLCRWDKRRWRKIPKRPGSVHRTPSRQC
CHRM5 antagonist: antagonists of human muscarinic M5 receptor (CHRM5); P08912; CHO-hM5 cells, Fluo-8 calcium fluorescence, ACh EC80; inhibition, % at 3 µM; 360,000 tested, 0.59% active;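 active = inhibition above a per-plate cutoff, the mean of that plate's test compounds plus 3 SD, cut at about 27% in these data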;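 also: 0% = acetylcholine EC80 with DMSO and 100% = DMSO without agonist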
CHRM4 antagonist: CHRM4 antagonism in calcium assay. P08173. CHO-hM4 cells, ACh EC80, Fluo-8 calcium fluorescence. inhibition, % at 3 µM. 360,000 tested, 0.73% active. AID 624125;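 active = inhibition above its plate's cutoff, the mean inhibition of sample wells plus 3 SD, cut at about 27% in these data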;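 also: 0% = acetylcholine EC80 with DMSO and 100% = DMSO without agonist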
CHRM1 PAM: positive allosteric modulators of human M1 muscarinic receptor; P11229; CHO-K1 hM1, Fluo-8 calcium fluorescence, ACh EC20; 0% = ACh EC20, 100% = maximal ACh; activation, % at 3 µM; 360,000 tested, 0.088% active; AID 588819; in the data active = activation above about 19%, passing the limit was not always enough
CRFBP-R2 agonist: CRF-BP/CRF-R2 complex agonism | activation, % at 13.2 µM | 350,000 tested, 0.46% active | HEK293 CRF-R2/CRF-BP, calcium dye fluorescence (FLIPR); percent of saturating CRF peptide response | AID 588473;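 active = activation of at least 50%, plus an integration ratio under a set limit after plate pattern correction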;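 also: plate controls were neutral control wells without compound for no effect and CRF at EC100 for full effect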
* hit, by the source's call; x = not tested or not shown.

CHRM5 PAM,CHRM5 agonist,M4 ag,CHRM4 PAM,M1 antag,CHRM5 antagonist,CHRM4 antagonist,CHRM1 PAM,CRFBP-R2 agonist,mol
6,2,2,2,-8,10,-4,4,0.7,COc1ccc(Cc2nnc(NC(=O)c3ccc(C)cc3)s2)cc1OC
-6,-6,0,2,-5,19,2,7,0.2,COc1ccc(NC(=O)c2nnn(CC(=O)Nc3ccc4c(c3)OCO4)c2N)cc1OC
7,2,-1,-5,-1,2,6,4,-1.1,CCn1c(=O)c(=O)[nH]c2cc(C(=O)N3CCN(Cc4ccc5c(c4)OCO5)CC3)ccc21
-5,1,0,-1,6,-1,10,-2,-0.7,O=C(Nc1cccnc1)c1ccc(Br)s1
-4,0,1,-4,-7,2,-4,7,-3.7,CCOc1cc2[nH]c(=O)n(CCCCC(=O)NC3CCCCCC3)c(=O)c2cc1OCC
-1,1,1,-1,-9,0,1,7,-2.0,Cc1cc(C)c(C#N)c(SC(F)F)n1
-4,0,2,-3,5,9,7,0,-0.7,CCCn1c(N)c(C(=O)CSc2nc(C3CC3)n(-c3ccccc3)n2)c(=O)[nH]c1=O
2,-2,1,-1,2,-14,-12,0,-2.7,COCC1CCN(C(=O)C2CCC(=O)N(CCc3ccc(Cl)cc3)C2)CC1 (stereo not given)
0,-2,1,8,-7,-1,-9,6,-0.8,CCOC(=O)C1=C(C)NC(=O)NC1c1ccc(OCC(N)=O)cc1 (stereo not given)
2,1,0,-2,-8,6,6,-3,-3.9,CC(c1ccco1)N(C(=O)c1ccc(C(F)(F)F)cc1)c1ccccn1 (stereo not given)
-2,-6,1,-2,-10,-3,4,10,-2.2,O=C(CNC(=O)c1ccc2c(c1)OCO2)N/N=C/c1cc(Br)ccc1O
3,0,1,4,-13,-4,1,12,-4.0,CC(C)c1cc(C(=O)N/N=C/c2cccnc2)cs1
-2,0,1,4,-25,0,-3,2,0.5,O=C(O)CSc1nc(-c2ccccc2)nc2c1CCCC2
-3,-2,2,2,-16,5,-2,8,-0.4,O=C(CCc1ccccc1)N1CCN(c2ccccn2)CC1
2,1,5,10,-18,0,-2,2,0.3,CCOC(=O)CNS(=O)(=O)c1cc(-c2n[nH]c(=O)c3ccccc23)ccc1C
3,2,0,0,-12,-15,-3,2,-0.4,CCN(CC(=O)Nc1c(F)cccc1F)C(=O)CSCc1c(C)noc1C
-2,-2,1,11,-5,7,-2,5,-0.5,O=C(N/N=C/c1ccccn1)c1cc(C2CC2)nc2ccccc12
-1,-2,1,-5,-4,2,16,0,-2.2,N#CC1=C(N)Oc2nc(-c3ccccc3)[nH]c2C1c1cccnc1 (stereo not given)
-2,-5,8,-21,-10,11,4,12,-2.3,COc1ccccc1C(=O)OCC(=O)Nc1ccccc1OC(F)F
-1,1,18,-4,1,9,3,-2,-0.1,CCOc1cc(CNC2CCCC2)cc(Cl)c1OCc1ccccc1
-4,-1,-1,2,8,-1,-2,-2,0.7,FC(F)(F)c1ccc(Cl)c(NC(=S)N/N=C/c2ccccc2C(F)(F)F)c1
-2,-3,1,-5,-3,9,5,2,-0.7,O=C(CCc1c[nH]c2ccccc12)NCCc1ccc(O)cc1
1,1,2,13,-10,-6,-3,12,0.0,COc1ccc(S(=O)(=O)Nc2ccc3c(c2)OCO3)cc1C(=O)O
-3,-2,4,-6,2,11,6,0,-0.3,COc1ccc(S(=O)(=O)N(C)C[C@H]2Oc3c(NC(=O)NC4CCCCC4)cccc3C(=O)N([C@H](C)CO)C[C@@H]2C)cc1
-19,-6,0,0,0,20,-4,-2,0.0,CC(=O)Nc1ccc2c(CSc3nnc(N)s3)cc(=O)oc2c1
-14,6,22,-9,31,14,23,-22,-0.9,Cc1nn(-c2ccccc2)c2c1C(O)n1c(nc3ccccc31)S2 (stereo not given)
-1,-4,-1,1,-6,-1,10,6,0.0,O=C1CSC(c2cccs2)N1c1ccccc1 (stereo not given)
2,-1,0,-1,-2,5,-5,12,-0.2,CCc1c(SCCC(=O)O)nc2ccccc2c1C
-5,5,5,-2,-10,6,0,10,x,CC1(C(=O)Nc2ccc(F)c(Cl)c2)Cc2c(-c3ccc(C(N)=O)cc3)ccnc2O1 (stereo not given)
-2,-4,0,-2,-8,4,-9,3,1.0,COc1cc(/C=N/Nc2ccccc2)ccc1O

Three compounds out of the list above, sorted by the number in CRFBP-R2 agonist, lowest first:
CHRM5 PAM,CHRM5 agonist,M4 ag,CHRM4 PAM,M1 antag,CHRM5 antagonist,CHRM4 antagonist,CHRM1 PAM,CRFBP-R2 agonist,mol
-2,-5,8,-21,-10,11,4,12,-2.3,COc1ccccc1C(=O)OCC(=O)Nc1ccccc1OC(F)F
-19,-6,0,0,0,20,-4,-2,0.0,CC(=O)Nc1ccc2c(CSc3nnc(N)s3)cc(=O)oc2c1
-2,-4,0,-2,-8,4,-9,3,1.0,COc1cc(/C=N/Nc2ccccc2)ccc1O

Other records
CHRM5 PAM,CHRM5 agonist,M4 ag,CHRM4 PAM,M1 antag,CHRM5 antagonist,CHRM4 antagonist,CHRM1 PAM,CRFBP-R2 agonist,mol
-3,-8,0,6,10,-1,-3,1,-0.3,CCC(C)N=Cc1c(NCc2ccco2)nc2c(C)cccn2c1=O (stereo not given)
0,0,1,5,-7,-3,0,4,0.5,CCCS(=O)(=O)c1c(S(=O)(=O)CCC)c2ccccn2c1C(=O)OC
-8,-2,0,-22,8,15,8,-3,2.2,O=c1[nH]c2c(=O)[nH]cnc2nc1-c1ccccc1
1,-2,-1,-5,-8,-1,2,9,0.9,COC(=O)C1CCN(C(=O)c2ccccc2Oc2ccccc2)CC1
-3,-2,1,5,1,3,5,2,-0.1,CC(Sc1nc2cc([N+](=O)[O-])ccc2n1-c1cccc(C(F)(F)F)c1)C(=O)NC(N)=O (stereo not given)
-3,-2,1,-5,-8,3,6,2,1.0,Nc1ccc(S(=O)(=O)NCc2ccccn2)cc1
-3,-2,6,-5,7,4,4,-2,-0.9,COc1ccc(OC)c(CN2CCN(C(=O)CNC(=O)c3ccc(C(C)(C)C)cc3)CC2)c1
2,1,2,-6,-2,4,-8,-6,31,N#CC1(C#N)CC(C=O)=C(N)C1(C#N)CC(=O)c1ccc(F)cc1 (stereo not given)
4,-5,1,9,-3,2,-5,3,-0.6,Cc1ccc(OCCOCCN(C)C)c(Cl)c1
-4,1,0,1,-8,-7,1,5,-0.7,CCn1c(NC(=O)c2ccc(COc3ccc(C)cc3[N+](=O)[O-])o2)nc2ccccc21
-8,-1,2,-14,19,8,16,-9,0.3,CCn1c(=N)n(CC(=O)C23CC4CC(CC(C4)C2)C3)c2ccccc21
2,-2,0,11,-18,-2,0,12,1.3,CCC(=O)Nc1c2c(nc3c1CCC3)CCCC2
-2,0,0,-3,-12,-5,-10,5,-0.9,CC(O)CC(=O)NOCc1ccccc1 (stereo not given)
0,-2,1,4,-3,-5,-9,4,0.2,CCc1ccc(C(=O)OCC(=O)NCCNC(=O)COC(=O)c2ccc(CC)cc2)cc1
-5,-4,1,15,-8,4,0,11,1.6,Cc1ccc(S(=O)(=O)N2CCN(Cc3ccco3)CC2)c(C)c1
-8,-1,6,-8,12,9,3,-11,72*,CC(C)NC(=S)NC(=O)c1ccc(-c2ccccc2)cc1
-5,-4,0,-8,-9,18,4,11,-0.3,C=CCN(CC=C)CC(=O)Nc1cccc(Oc2cnccn2)c1
-5,2,17,-11,7,7,6,-4,0.0,CC(NCc1ccc(-c2ccccc2)cc1)C(O)c1ccccc1 (stereo not given)
-7,2,7,-1,0,12,6,2,0.5,COc1cccc(CNC(=O)CN2C(=O)NC(Cc3ccccc3)(c3ccccc3)C2=O)c1 (stereo not given)
3,-4,-2,-1,-3,3,2,11,x,Cn1ccc2c(-c3cccc(C=O)c3)cc3c(c21)C1CCC3O1 (stereo not given)
3,0,0,6,-9,-7,-13,11,-1.1,COc1ccc(NC(=O)N(C)C[C@H]2OCc3cn(nn3)CCCC(=O)N([C@@H](C)CO)C[C@@H]2C)cc1
-3,2,4,-3,10,4,-3,-9,5.4,Cc1c(NC(=O)C(C)OC(=O)c2cc(-c3cccc4ccccc34)nc3ccccc23)c(=O)n(-c2ccccc2)n1C (stereo not given)
-1,6,8,4,-3,2,-3,3,1.6,COc1ccc(CNC(=O)COC(=O)/C=C/c2ccc(S(=O)(=O)N3CCOCC3)cc2)cc1
7,2,2,7,-14,1,-5,10,-1.0,Cc1cc(C)n2[nH]c(=O)c(N=Nc3ccccc3)c2n1
-3,3,3,3,6,-4,-24,-4,3.7,O=C(Nc1nc2c(F)cccc2s1)c1ccco1
-5,4,5,-4,0,-1,-3,1,0.7,O=C(Nc1nnc(S(=O)(=O)N2CCCCCC2)s1)c1ccccc1Br
-3,3,6,0,3,-7,-4,0,1.9,COc1cc(OC)cc(C(=O)NCc2cc(C)nc3ccccc23)c1
-8,3,9,-3,-4,6,-6,1,-1.6,COc1ccc(-c2cc(CCC(=O)N3CCN(c4cc(C)ccc4C)CC3)[nH]n2)cc1
-9,-4,7,-11,6,8,-6,-9,x,CCOC(=O)C1=CCN(S(=O)(=O)c2ccccc2Cl)C1c1ccccc1 (stereo not given)
1,-2,8,2,-3,-2,4,6,-0.3,COC(=O)COc1ccc(-c2ccccc2)cc1C=O
-2,-8,1,-1,-6,15,4,9,5.3,CN1CCN(C(=O)C2CCCN(S(=O)(=O)c3ccc(Cl)cc3)C2)CC1 (stereo not given)
5,2,0,-3,-1,-3,2,7,-2.4,Cc1cnc([N+](=O)[O-])n1CCOC(=O)NC(=O)c1c(F)cccc1F
0,-2,1,-2,-9,5,-4,12,-1.1,COc1ccc(N(CC(=O)NCc2ccccn2)S(=O)(=O)c2ccccc2[N+](=O)[O-])c(OC)c1
3,-3,0,8,-9,11,0,9,-2.4,Cc1cc(C)c2c(N)c(C(=O)NN3CC(=O)N(c4cccc(Cl)c4)CC3=O)sc2n1
4,2,0,7,7,-4,3,6,0.8,COc1ccc2[nH]c(=O)c(CN(Cc3ccccc3)Cc3nnnn3CC3CCCO3)cc2c1 (stereo not given)
-5,-7,1,7,-13,3,4,13,1.7,COc1ccc(NC2CCCN(C(=O)c3cccnc3SC)C2)cc1OC (stereo not given)
3,-1,3,16,-17,5,-10,5,4.8,Oc1ccccc1N=Cc1c(O)ccc2oc3c(c12)CCCC3
-2,-3,0,-2,4,10,-7,-5,-1.3,CN1CCC(=NNC(=O)CN(c2ccc([N+](=O)[O-])cc2)S(=O)(=O)c2ccccc2)CC1
-2,0,0,-4,-3,7,10,-3,0.7,C[C@@H]1CN([C@H](C)CO)C(=O)CCCn2cc(nn2)CO[C@H]1CN(C)C(=O)C1CC1
1,-2,0,7,-4,4,-6,6,-0.5,Cc1ccc(CNC(=O)C2CCN(S(=O)(=O)c3ccc4nc5c(c(C(=O)O)c4c3)CC(C)CC5)CC2)cc1 (stereo not given)
-6,2,1,-13,7,7,5,-3,1.2,Cc1cccc(CSc2nnc3c(n2)[nH]c2ccccc23)c1
3,5,3,-2,-3,1,9,3,5.4,COc1cc(/C=C2\CC/C(=C\c3cc(OC)c(O)c(OC)c3)C2=O)cc(OC)c1O
